# HCT116 PTEN-null: PTEN-deleted cell growth suppression | viability, % at 10 µM | 140,000 compounds, 1.2% hits | HCT116 PTEN-null viability, CellTiter-Glo, 60 h; active compounds read low;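 active means viability at or below a set limit, 4 SD under the median of all tested compounds, cut at about 3.7% in these data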;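 further: PTEN knockout HCT116 line with beta catenin targeted HCT116 as companion control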
# E-sel TNF inh: blocks E-selectin expression induced by TNF alpha. HUVEC TNFa-induced E-selectin immunofluorescence, high content. inhibition, % at 2 µM. 120,000 compounds, 0.71% hits. AID 1246;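 active means inhibition above the batch mean plus 3 SD, and confirmed as a hit on visual image review, cut at about 43% in these data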;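 further: 0% = TNF-stimulated DMSO wells and 100% = unstimulated control wells; not every result past the cut was called active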
# MRP-1 activ: MRP-1 activation | H69AR cells + doxorubicin, viability rescue, CellTiter-Glo | viability increase, % at 10 µM | 140,000 compounds, 0.61% hits | AID 799;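 active means viability gain under doxorubicin at or above a set limit, the compound median plus 3 SD, cut at about 4.7% in these data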;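 further: MRP-1 overexpressing cells given doxorubicin 25 µM after compound pretreatment; 18-22 h compound pretreatment then 72 h with doxorubicin before readout; 0% = doxorubicin-only wells and 100% = vehicle-treated cells without doxorubicin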
# HCT116 bCat-KO: beta-catenin-lacking colon tumor cell growth suppression; 140,000 compounds, 1.5% hits; HCT116 beta-catenin knockout viability, CellTiter-Glo, 60 h; active compounds read low; viability, % at 10 µM;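 active means viability at or under a set limit, the compound median less 4 SD, cut at about 6% in these data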;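 further: 0% = Hyamine 1622 control at 20 µM and 100% = untreated cell control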
# Yeast life ext: yeast lifespan extension; S. cerevisiae growth with nicotinamide, OD615; deaD strain in restrictive glucose medium; inhibition of the nicotinamide effect, % at 10 µM; 130,000 compounds, 0.68% hits;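 active means inhibition above a set limit, placed 3 SD over the median of all compounds, cut at about 26% in these data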;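 further: 0% = nicotinamide-treated wells and 100% = cells grown without nicotinamide; some compounds called inactive have numbers as strong as hits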
#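 assay system = DeaD-strain S. cerevisiae | measured by = absorbance at 615 nm | probe or stimulus = nicotinamide 1.5 mM | buffer or medium = CSMM-D glucose medium, restrictive | times = 48 h at 30 °C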
# BB579 growth dn: yeast BB579 growth reduction in restrictive medium; S. cerevisiae BB579 growth, OD615, 48 h; inhibition, % at 10 µM; 140,000 compounds, 0.51% hits; AID 804;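 active means inhibition above a set limit, 3 SD over the mean compound inhibition, cut at about 44% in these data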; further: inactives centre near -24
#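 System: Saccharomyces cerevisiae DeaD strain BB579, replicative lifespan model yeast. Buffer or medium: restrictive glucose-based CSMM-D medium. Doses: one dose, 10 µM compound with 0.25% DMSO. Timing: 4 h preincubation and 48 h exposure at 30 °C. Detection: turbidity as optical density at 615 nm. Benchmarks: amphotericin B 10 µg/mL, positive.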
# Phagocyt inh: inhibitors of macrophage phagocytosis; inhibition, % at 5 µM; AID 1029; 110,000 compounds, 0.07% hits; J774A.1 macrophage IgG-bead phagocytosis, imaging;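 active means inhibition above the mean of the plate negative controls plus 5 SD, cut at about 13% in these data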;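 further: phagocytic index as fraction of beads internalized from green versus red external bead signal; plate controls were DMSO negative control for no effect and cytochalasin-D positive control for full effect; some results beyond the cut were filed as inactive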
# GALR2 blocker: blocks the human galanin receptor 2 | GALR2-expressing cells, antagonist mode | 140,000 compounds, 0.39% hits | inhibition, % at 4 µM; in the data active means inhibition above about 27%;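 further: cells stimulated with galanin 1-16 at roughly its EC80; 0% = agonist challenge control and 100% = basal control without agonist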
# Target sequence (O43603 whole entry, looked up): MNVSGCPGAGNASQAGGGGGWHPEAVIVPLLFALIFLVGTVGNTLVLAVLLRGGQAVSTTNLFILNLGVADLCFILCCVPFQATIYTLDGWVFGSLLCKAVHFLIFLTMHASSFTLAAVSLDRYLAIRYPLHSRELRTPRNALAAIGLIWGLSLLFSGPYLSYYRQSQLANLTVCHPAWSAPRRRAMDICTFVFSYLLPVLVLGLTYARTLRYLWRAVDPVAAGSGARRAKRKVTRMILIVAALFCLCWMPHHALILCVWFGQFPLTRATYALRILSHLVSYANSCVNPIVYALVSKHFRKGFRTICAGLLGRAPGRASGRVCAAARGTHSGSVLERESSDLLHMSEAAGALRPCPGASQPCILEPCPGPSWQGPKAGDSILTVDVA
# NPY-Y2 antag: blocks the human neuropeptide Y Y2 receptor; P49146; NPY-Y2 expressing cells, antagonist mode; inhibition, % at 2.7 µM; 140,000 compounds, 0.99% hits; AID 793; in the data active means inhibition above about 17%;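 further: 0% = vehicle with agonist challenge and 100% = reference antagonist with challenge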
# Target sequence (P49146 whole entry, looked up): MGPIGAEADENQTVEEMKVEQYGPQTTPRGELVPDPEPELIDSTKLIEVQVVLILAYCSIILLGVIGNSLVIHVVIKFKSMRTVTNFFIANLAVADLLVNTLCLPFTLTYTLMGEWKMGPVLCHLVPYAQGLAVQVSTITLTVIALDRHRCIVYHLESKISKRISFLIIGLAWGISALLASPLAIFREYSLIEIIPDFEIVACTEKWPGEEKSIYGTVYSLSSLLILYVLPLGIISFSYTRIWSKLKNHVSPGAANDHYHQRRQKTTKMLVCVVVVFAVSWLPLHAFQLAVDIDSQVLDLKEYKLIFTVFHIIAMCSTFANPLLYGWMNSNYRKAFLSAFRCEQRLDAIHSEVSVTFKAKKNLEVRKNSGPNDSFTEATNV
# Measles CPE: protection of cells from measles virus | protection (pct of control), % at 4 µM | Measles virus-infected cells, CPE protection, absorbance | 140,000 compounds, 1.5% hits | AID 841; in the data active means protection mostly above about 24%, no sharp cut-off; inactive means mostly below about 26%; further: some compounds called inactive have numbers as strong as hits
# Starred values were filed as active, the others as inactive; · = no result given; & = joins results of further samples.
SMILES,HCT116 PTEN-null,E-sel TNF inh,MRP-1 activ,HCT116 bCat-KO,Yeast life ext,BB579 growth dn,Phagocyt inh,GALR2 blocker,NPY-Y2 antag,Measles CPE
NC(=O)c1nc(N2CCOCC2)nc(N2CCOCC2)n1,89,10,-2.4,95,-7,-32,-1,11,4,27
COc1ccc2cc3cc(C(=O)NCCCN4CCOCC4)oc3nc2c1,81,3,-1.5,88,-3,-57,·,-5,-1,4
O=C(CCCCCn1c(=S)[nH]c2ccccc2c1=O)N1CCOCC1,86,17,0.0,101,-20,-12,-1,-6,1,4
COc1ccccc1-n1cnc(N)c1C(=O)c1ccccc1,27,-54,-5.0,32,-1,3,0,13,4,8
CCOC(=O)c1cc(C#N)c(NCc2ccccc2)nc1C,85,0,-3.8,92,-29,-63,0,-2,0,12
CCc1ccc(N(C)S(=O)(=O)c2ccc3[nH]cc(C(=O)NCCN4CCOCC4)c(=O)c3c2)cc1,87,-27,-1.6,83,-1,-18,·,0,0,4
O=C(c1ccco1)N(CCCN1CCOCC1)c1nc(-c2ccc(F)cc2)cs1,40,1,-4.9,28,-23,-36,1,11,19*,1
c1cnc2c(OCc3cn4cccnc4n3)cccc2c1,99&95,-3,0.8,90,-6,-2,0,1,2,10
COc1ccc(/C=N/NC(=O)c2ccc(COCC(F)(F)C(F)F)cc2)cc1,78,·,-3.0,72,4,-15,-5,0,1,20
COC(=O)C(NC(=O)c1ccccc1)=C1C=C(C)OC(C)=C1,95,·,-1.1,94,-9,19,·,-3,3,24
COc1ccc(-c2cc(C(=O)NC(C)C)no2)cc1,88,16,-0.2,81,-11,-16,1,-16,1,2
Cn1c(SCC(=O)NC(C)(C)C)nnc1-c1cnccn1,100,-13,-1.6,91,-7,-36,1,6,0,19
Cc1ccc(N(CC(=O)NC2CCCC2)C(=O)c2c(C)noc2C)cc1C,87,-10,-2.5,91,-13,1,·,-4,0,12
CC(CCc1ccccc1)NCc1ccncc1 (stereo not given),100,-61,-0.8,105,-6,-24,-3,-2,4,20
Cn1cc(Cl)c(C(=O)Nc2nc3ccc(Cl)cc3s2)n1,87,42,-1.9,72,-4,-33,0,-10,-1,·
Cc1nn(CC(=O)Nc2ccc3c(c2)nc(CCN2CCCCC2)n3C)c(=O)c2ccccc12,68,7,-4.4,61,-8,2,·,2,1,32
COc1ccc(NC(=O)c2nc(-n3nc(C)cc3C)ccc2Cl)cc1Cl,73,0,-1.0,70,-4,-56,-1,-4,9,2
COc1ccc2c(=O)c(N3C(=O)c4ccccc4C3=O)c(C)oc2c1,88,·,-0.8,90,7,13,1,-2,0,5
Cc1ccc(-c2csc(NC(=O)CSc3nnc4c(n3)[nH]c3ccccc34)n2)cc1,19,-23,-4.7,33,-1,-48,-3,-2,6,4
CCOc1ccc(-c2cn(CCC#N)cn2)cc1,94,4,-2.4,109,-16,-44,0,9,1,9
CCOC(=O)c1c2n(c3ccc(OC(C)=O)cc13)CCC2,105,9,0.1,111,-14,19,·,-4,-1,0
O=C(NCCc1ccc2c(c1)OCO2)C1CCN(S(=O)(=O)c2ccc(Cl)cc2)CC1,92,20,1.9,89,5,-63,-2,-9,11,21
CCCN(CCC)Cc1c(C(=O)OCC)nnn1-c1nonc1N,97,·,-3.3,95,-2,-21,-2,13,0,11
O=C(OCC(=O)c1c[nH]c2ccccc12)c1cccc(O)c1,82,-10,-1.7,80,-7,-20,-1,9,0,8
COCc1c(C#N)c(NCCc2ccccc2)nc(C)c1[N+](=O)[O-],91,·,-3.9,87,-5,-2,1,-6,6,14
Oc1ccccc1C=Nc1ccccc1-c1nc2ccccc2[nH]1,83,10,-0.5,76,-5,-38,-6,20,-1,58*
C=CCOc1ccc(C2N3CC4(CC)CN2CC(CC)(C3)C4=O)cc1 (stereo not given),82,-46,-0.2,87,7,-29,0,-2,12,6
CCC(C)n1c(-c2cccs2)nc2nc3ccccc3nc21 (stereo not given),77,·,-5.0,80,0,-17,0,2,6,7
O=C(Cn1ncc2c1-c1ccccc1OC2)Nc1ccc(S(=O)(=O)N2CCCCC2)cc1,60,·,-1.8,56,-12,-25,0,13,0,5
O=C(Cn1cnc2c(cnn2-c2ccc(F)cc2)c1=O)NCCc1ccccc1,95,-25,-2.5,92,5,-26,·,11,4,8
Cc1ccnc(NC(=O)c2ccccc2[N+](=O)[O-])c1,91,-18,-1.7,103,-5,-7,0,6,0,9
O=C1CC(c2ccco2)Cc2nc(N3CCN(Cc4ccc5c(c4)OCO5)CC3)ncc21 (stereo not given),67,-16,-0.1,65,-28,-53,0,-3,17,10
CN1CC(=O)N(C)c2ncn(Cc3ccccc3)c2C1=O,89,-2,-2.5,96,-14,-23,0,2,3,6
O=C(COc1ccccc1)Nc1ccc(S(=O)(=O)N2CCOCC2)cc1,88,-4,-3.4,93,3,-41,·,-5,0,3
COc1cc(C(=O)NCCc2ccc3c(c2)OCCO3)ccc1OCC(=O)N1CCOCC1,100,9,-2.5,84,-17,-7,3,-5,3,4
O=C(Cc1ccc(F)cc1)N(c1ccccc1)C1C=CS(=O)(=O)C1 (stereo not given),92,-34,-1.5,92,-8,2,-3,8,1,6
O=Cc1cn(-c2ccccc2)nc1-c1cc2c(ccc3ccccc32)oc1=O,88,-5,-1.6,92,-5,-44,0,2,4,27
CCS(=O)(=O)C(=C1NCCO1)S(=O)(=O)CC,95,0,-0.9,104,-12,-4,-1,1,2,40
CC(C(=O)NC(=O)NCc1ccccc1)N1C(=O)c2ccccc2C1=O (stereo not given),0.9*,2,-0.6,0.9*,-13,5,0,-4,4,9
C=CCOn1c(C)c(C(C)=O)c2c3nonc3ccc21,82,-47,-4.2,92,·,-35,·,9,3,12
COc1ccc(S(=O)(=O)N2CCN(C)CC2)cc1C,91,24,-0.8,87,-8,9,0,5,0,5
Cc1csc(NC(=O)c2cc3c(C)nn(Cc4ccccc4Cl)c3s2)n1,57,13,5.0*,57,-2,-10,-1,-2,-1,3
C=CCn1c(NCc2c[nH]c3ccccc23)nc2ccccc21,64,2,-5.3,67,·,-9,·,15,5,30
CCOc1ccc(CN(C(=O)c2oc3cc(C)ccc3c2C)C2CCS(=O)(=O)C2)cc1 (stereo not given),16,-2,-0.8,16,-10,-13,-1,-11,14,4
CCOC(=O)/C(N=O)=C(\O)C1CCN(C(=O)OCC)CC1,97,·,0.6,95,-4,-56,0,-7,0,17
Cc1ncc(S(=O)(=O)c2ccccc2)c(-c2ccccc2)n1,96,-2,0.1,95,-5,-1,0,2,0,11
Cc1ccc(NC(=O)c2cc(S(=O)(=O)N3CCCCC3)ccc2N2CCOCC2)cc1F,76,3,-1.3,75,-8,-23,1,-5,0,17
CCN1C(=O)c2cccc3c(NC(=O)c4ccc(S(=O)(=O)N(C)C)cc4)ccc1c23,66,·,-4.6,73,-10,-49,0,8,7,6
Cc1nc2ccccn2c1/C(O)=C1\C(=O)C(=O)N(CCN(C)C)C1c1cccnc1 (stereo not given),91,-5,-0.7,99,-6,-21,0,-3,3,3
Nc1c(C(O)(C(F)(F)F)C(F)(F)F)cc(C(O)(C(F)(F)F)C(F)(F)F)c2ccccc12,21,-3,-6.8,20,·,-32,·,6,-7,28
CCOC(=O)c1[nH]c(C)c(C(=O)NCc2ccc(Cl)cc2)c1C,88,-12,-2.1,90,-3,-16,0,-1,5,8
Clc1ccc(-c2nnsc2SCc2ccccc2)cc1,86,23,1.4,97,-8,-9,0,-5,3,13
O=C(Cn1c(CN2CCCCC2)nc2ccccc2c1=O)Nc1ccccc1,90,-45,-1.8,91,-5,-38,-2,2,1,5
Cc1cccc(-c2nc(CN3CCCC(C(=O)NC4CCC(C)CC4)C3)c(C)o2)c1 (stereo not given),23,·,-2.3,20,-7,-7,·,-12,12,6
CC1=C(C(=O)Nc2ccc(Cl)cc2)C(c2ccco2)NC(=O)N1 (stereo not given),82,-9,-1.3,78,2,-51,1,-3,1,10
CNC(=O)Oc1ccc2c(c1)[C@]1(C)CCN(C)[C@@H]1N2C,90,·,0.0,93,2,-7,·,1,0,11
CCCN(CC1CC1)C(=O)COC(=O)c1[nH]c(C)c(C(=O)OCC)c1C,89,-2,-0.1,92,-9,1,0,-6,3,2
CCNC(=O)C1CC(=O)N(c2ccc(OCC)cc2)C1 (stereo not given),98,-22,-1.1,86,-3,-27,-1,11,3,39
CCC(C)N1C(=O)S/C(=C/c2ccc(N3CCOCC3)cc2C)C1=O (stereo not given),78,13,-0.4,84,-2,-25,-6,-2,1,5
O=C(NC1(C(F)(F)F)NC(=O)N(Cc2cccnc2)C1=O)c1ccncc1 (stereo not given),99,2,-0.2,97,11,-42,0,-2,2,15
# New compounds follow.
SMILES,HCT116 PTEN-null,E-sel TNF inh,MRP-1 activ,HCT116 bCat-KO,Yeast life ext,BB579 growth dn,Phagocyt inh,GALR2 blocker,NPY-Y2 antag,Measles CPE
Cc1cc(C)c(C#N)c(Nc2ccccc2)n1,91,12,0.5,90,·,-62,·,8,2,22
Cc1ccccc1NC(=O)Cn1c(C)nc2ccc(N)cc2c1=O,98,-10,0.1,97,-7,-13,-1,-8,2,12
CC(=O)N1CCN(C(=O)CSc2nc3c(cnn3-c3ccccc3)c(=O)[nH]2)CC1,99,-17,-0.8,92,-4,-21,1,-12,1,0
COc1ccc(Cl)cc1Nc1ncnc2sc(C)c(S(=O)(=O)N3CCC(C)CC3)c12,64,·,-1.7,68,2,-9,·,9,3,5
COc1ccccc1NC(=O)c1ccc(NS(C)(=O)=O)cc1,89,8,-1.0,88,-8,-89,·,0,-5,16
CCOc1ccc2[nH]cc(C(=O)N3CCN(CC)CC3)c(=O)c2c1,112,3,-0.1,100,17,-58,-3,-5,1,4
Cn1nnnc1SCC(=O)Nc1cc(C(=O)O)cc(C(=O)O)c1,108,-26,0.5,102,-5,-46,-2,-4,0,12
COc1ccc(-c2noc(CSc3nnc(-c4ccccc4)n3C)n2)cc1,111,5,-1.6,97,-5,-43,-1,2,3,16
COc1ccc(N2CCN(CCCNS(=O)(=O)c3c(C)noc3/C=C/N(C)C)CC2)cc1,74,·,-0.5,69,-9,15,0,2,0,25
Cc1ccc(-c2cccc(C(=O)NCc3ccccc3)n2)c2ccccc12,68,·,-0.9,75,3,-9,·,-4,4,7
COC(=O)c1cc(=O)n(CCc2ccccc2F)c(=Nc2ccc(F)c(Cl)c2)s1,11,·,-6.4,8,6,-22,0,8,3,6
CCS(=O)(=O)c1nc2ccccc2n1CC(=O)N1CCOCC1,81,-13,-2.9,89,-19,7,0,2,1,6
Nc1[nH]c(N=NC(=O)c2ccc(Cl)cc2)c2ccccc12,82,-25,-0.1,88,-1,-34,7,1,8,45*
COc1ccc(Cl)cc1NC(=O)C1CCCO1 (stereo not given),108,·,0.2,104,-18,-39,0,6,1,3
Cn1cc(Br)c(C(=O)N2CCN(c3cccc(Cl)c3)CC2)n1,92,-10,-3.7,85,·,-10,·,-12,1,6

# Screening results from PubChem.
